Source: PubChem (National Center for Advancing Translational Sciences (NCATS))
Coupling enz: inhibits coupling enzyme system, counter-screen for aldolase hits; activity change, negative = inhibition, % at 58.2 µM, hits read low; coupling enzyme system counterscreen, AmpLite Red fluorescence; 0.67% of 290,000 active; in the data active means activity change below about -30%; further: on the % scale 0 is the no-effect control and ±100 the full control effect
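Activity here indicates interference with the coupling reaction, not aldolase inhibition. Compounds at 57.5 uM final met coupling enzymes for 10 min at RT; substrate and AmpLite Red detection followed, with a 525/598 nm fluorescence read after 20 min.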
MLL CXXC-DNA inh: inhibitors of human MLL CXXC domain-DNA interaction. Q03164. MLL-CXXC / FITC-HOXA9 DNA fluorescence polarization. Potency, µM (titrated, usually from 115 µM), for inactives: at the highest dose activity change, negative = inhibition, actives largely listed as inhibitors. 0.037% of 290,000 active. AID 2662; active means well fitted inhibition curve with a large enough effect in the polarisation, with a control signal flat, not every such curve was filed as active; inconclusive means small, poorly fitted or top-dose-only effect, or effect the other way, or a change in a side signal; inactive means no such curve, though single readings can be large or run the other way; the % refers to the polarisation; further: potency means the concentration at half of the fitted maximal effect
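Purified MLL-CXXC (added from a 7 uM solution) was preincubated 5 min at ambient with pinned compounds in 50 mM Tris-HCl pH 7.5, 50 mM NaCl, 1 mM DTT, 0.05% BSA. Fluorescein-labeled HOX-A9 DNA (50 nM solution) followed, 30 min, then polarization read.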
USP2a inh: blocks human ubiquitin-specific protease USP2a | O75604 | USP2 core, Ub-CHOP2 coupled fluorogenic reporter, 485/531 | Potency, µM (doses to about 38.3 µM), for inactives: top-dose activity change, negative = inhibition, usual class: inhibitors | 0.01% of 330,000 active | AID 463254;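 further: potency means the concentration at half of the fitted maximal effect; plate controls were DMSO wells for no effect and full inhibition by NEM control for full effect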
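Cell-free coupled assay: 10nM USP2 core preincubated 30min RT with compound in Tris-HCl pH 8.0/CaCl2/CHAPS buffer, then 25nM Ub-CHOP2 and 25nM reporter substrate; fluorescence (Ex 485/Em 531) read after 60min RT, normalized to NEM inhibition, concentration-response curves fitted.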
KCNH2 WT inh: KCNH2 (human, wildtype) channel inhibition. 0.37% of 340,000 active. activity change, % at 1.84 µM. U2OS, BacMam KCNH2, thallium flux FluxOr; active compounds read low. Q12809. AID 720551;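 active means maximum activity change below -70%; inconclusive means maximum activity change between -70% and -50%; inactive means maximum activity change above -50%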; further: on the % scale 0 is the no-effect control and ±100 the full control effect
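U2OS cells transduced with wild-type KCNH2 virus are loaded with FluxOr dye for 45 min, and thallium flux is measured in kinetic reads before and after stimulation buffer. Rate constants are normalized to DMSO controls.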
GALK inh: blocks human galactokinase activity; P51570; Purified GALK, Kinase-Glo residual ATP luminescence; Potency, µM (top dose mostly 57.5 µM), for inactives: at the highest dose activity change, negative = inhibition, actives largely listed as inhibitors; 0.007% of 270,000 active; AID 1868; further: potency means the concentration at half of the fitted maximal effect; on the % scale 0 is the no-effect control and ±100 the full control effect
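The enzyme phosphorylates galactose (100 uM) using ATP (35 uM); inhibition is detected as higher residual ATP, quantified by bioluminescence after 1 h reaction at room temperature, pH 8.0.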
PKM2 act: PKM2 (human) enzyme activation; P14618; purified PKM2, Kinase-Glo ATP luminescence, activation; response scale: 0% is enzyme alone, no compound; Potency, µM (titrated, usually from 57.5 µM), for inactives: at the top dose activation, usual class: activators; 0.34% of 260,000 active; AID 1631; further: potency means the concentration at half of the fitted maximal effect; on the % scale 0 is the no-effect control and ±100 the full control effect; nearly all actives have a fitted effect of over 55% in size
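ATP formation by purified human PK-M2, quantified via coupled luciferase luminescence after 1 h at room temperature with 0.1 mM ADP and 0.5 mM PEP final.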
Giardia kill: kills Giardia lamblia | Giardia lamblia trophozoite viability | activity change, % at 7.66 µM, hits read low | 0.15% of 340,000 active; in the data active means activity change below about -80%; inconclusive means between about -30% and that limit;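 further: parasites exposed to compound for two days anaerobically before the ATP read; on the % scale 0 is the no-effect control and ±100 the full control effect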
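Compounds were tested on trophozoites seeded at 100 cells/well and held 48 hrs at 37 deg C anaerobically. An ATP-based luminescent kit measured the remaining live cells.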
KCNH2 3.1 inh: KCNH2 3.1 (human) potassium channel inhibition | U2OS KCNH2 3.1, thallium flux FluxOr; active compounds read low | activity change, % (tested at about 1.8 µM) | 0.95% of 340,000 active;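 active means maximum activity change below -70%; inconclusive means maximum activity change from -70% to -50%; inactive means maximum activity change above -50%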;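 further: thallium influx rate constant from kinetic fluorescence after stimulation buffer; on the % scale 0 is the no-effect control and ±100 the full control effect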
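Channel expression came from 3.1 mutant virus (1.77 x 10^8 /mL) applied to suspended U2OS cells for 4 h. Flux was tracked with FluxOr dye plus Red40 quencher, and kinetic rate constants normalized to controls.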
TRPV1 agonist: agonists of human vanilloid receptor 1 (TRPV1); TRPV1-expressing cells, Fluo-8 calcium influx, agonist mode; activation, % at 8.33 µM; 0.19% of 320,000 active; AID 540275; in the data active means activation above about 80%; inconclusive means between about 30% and that limit; further: 0% is about no effect
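Cells expressing TRPV1 were dye-loaded with Fluo-8 and read kinetically: 10 s baseline, 3 min after compound (agonist portion), then 2 min after EC20 capsaicin (allosteric enhancer portion). Calcium-bound dye fluorescence at 480/520 nm.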
B2AR arrestin: agonists driving beta-arrestin recruitment to human beta2-adrenergic receptor | Potency, µM (titrated, usually from 46.1 µM), without a hit: top-dose activation, most hits filed as activators | beta-arrestin recruitment to beta2AR, cell-based reporter | 0.02% of 330,000 active | P07550;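 further: potency means the concentration at half of the fitted maximal effect; 0% = DMSO controls and full agonism = EC100 isoproterenol or metaproterenol; nearly all actives have a fitted effect of over 65% in size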
Menin MLL FP TR: inhibitors of human menin-MLL interaction, mutant MLL peptide; O00255; Menin + Texas Red MLL mutant peptide, fluorescence polarization; Potency, µM (series often up to 61.6 µM), without a hit: top-dose FP activity change, negative = inhibition, most hits filed as inhibitors; 0.23% of 270,000 active; AID 1768; active means well fitted inhibition curve with a large enough effect in the polarisation, with a control signal flat, not every such curve was filed as active; inconclusive means small, poorly fitted or top-dose-only effect, or effect the other way, or a change in a side signal; inactive means no such curve, though single readings can be large or run the other way; the % refers to the polarisation; further: potency means the concentration at half of the fitted maximal effect; % of control where 0% means no effect; many of its hits are not listed in these tables
* = called active by the depositor; ? = inconclusive; . = no result given; & = joins results of further samples; [ ] = remark or other dose. Unless noted, the call rests on the fitted dose curve; in most records, active means well fitted curve in the direction sought with a large enough effect; inconclusive means small, poorly fitted or top-dose-only effect, or another doubt; inactive means no such curve, though single readings can be large; an effect the other way counts as inactive or inconclusive. This is a subset; count on the stated rates, not on these rows.

SMILES	Coupling enz	MLL CXXC-DNA inh	USP2a inh	KCNH2 WT inh	GALK inh	PKM2 act	Giardia kill	KCNH2 3.1 inh	TRPV1 agonist	B2AR arrestin	Menin MLL FP TR
COC(=O)c1cc(OC)c(OC)cc1NC(=S)Nc1cc(Cl)ccc1OC	-6	-2%	1%	-5	-1%	8%	-14	2	-3	-0.7%	?
O=Cc1cn(-c2ccccc2)nc1-c1ccccn1	0	1%	0%	-3	-2%	-13%	-6	-10	5	-1.0%	10%
CC1(C(=O)NCC2CC2)C=CC2(CCCCC2)N1C(=O)c1ccccc1 (stereo not given)	4&7	-2%	0%	-3	.	-1%&-2%	-7	8	1	-0.8%	7%&1%
COc1ccc(OC)c(NC(=O)C2CCN(S(=O)(=O)c3cccs3)CC2)c1	0	-6%	-6%	24	1%	-7%	3	4	6	0.1%	-3%
Cc1ccccc1-n1nnnc1SCC(N)=O	0	-12%	1%	8	-1%	3%	2	2	1	-0.8%	-10%
CC(=O)c1ccc(NC(=O)Nc2ccc(S(=O)(=O)N3CCCC3)cc2)cc1	.	1%	-3%	-2	-1%	0%	1	-1	-1	-0.8%	.
CCOC(=O)C1=C(C)N=C2SC(C)C(=O)N2C1c1ccc(OC(C)=O)c(OCC)c1 (stereo not given)	-1	12%	0%	.	-1%	0%	.	.	14	0.0%	3%
CCN(c1ccccc1)S(=O)(=O)c1ccc(OCC(=O)Nc2cc(C)on2)cc1	-1	4%	0%	5	-3%	-2%	13	-11	2	0.3%	6%
O=C(NCCc1ccncc1)Nc1ccc(F)cc1	6	-7%	-1%	10	0%	-3%	-24	9	.	-0.2%	.
CCOC(=O)CSC1=C(C#N)C(c2ccc(OC)cc2)C2=C(CC(C)(C)CC2=O)N1 (stereo not given)	-5	-4%	-1%	-3	1%	10%	2	-14	-1	6.7%	-9%
C=CCc1ccc(OCCOCCOc2ccc(C)cc2[N+](=O)[O-])c(OC)c1	-2	1%	2%	8	5%	3%	-6	-35	1	-0.1%	-18%
CCn1c(SCC(=O)Nc2cccc(OC)c2)nc2c(c1=O)SCC2	.	.	1%	-3	.	.	-23	11	3	0.1%	.
COc1ccccc1N1CCN(C(=O)CSc2nc3ccccc3[nH]2)CC1	3	-3%	3%	22	-1%	2%	6	5	6	0.0%	-9%
O=C(CSc1nnnn1-c1ccc(Cl)cc1)NNC(=O)c1ccc([N+](=O)[O-])cc1	4	1%	0%	-1	0%	0%	3	-21	-1	0.3%	17%
CCOC1=C/C(=C/c2c(N)n3oc(C)cc3nc2=O)C=CC1=O	3	79%[activator]	1%	.	11%	-2%	.	.	4	0.2%	13%
O=C(Cn1ccc2cc(S(=O)(=O)N3CCCC3)ccc21)NCCc1ccccc1	-1	2%	0%	0	-9%	.	42[activator]	0	10	-0.3%	8%
Cc1ccc(OCCNC(=O)c2cccc(S(=O)(=O)N3CCN(C)CC3)c2)cc1	.	.	2%	17	.	.	6	-7	1	0.4%	.
CN(C)CC1CCCCC1OC(=O)c1ccc(Br)cc1 (stereo not given)	6	-6%	0%	11	7%	0%	-13	-1	1	-0.3%	?
CC(=O)N1CCN(c2ccc(NC(=O)c3ccc(C)cc3)cc2)CC1	.	-1%	-1%	1	-2%	7%	5	-3	0	-0.3%	9%
CCc1cc2ccc(C)c(C)c2nc1SCC(=O)NNC(=O)c1ccco1	7	6%	5%	17	-4%	.	-14	14	0	-0.3%	?
COc1cccc(Nc2nc(N)nc(C(F)(F)F)n2)c1	-5	15%	4%	-6	7%	4%	26	0	-1	-0.2%	19%
O=C(COC(=O)c1ccc2c(c1)OCO2)Nc1ncc(Cl)cc1Cl	4	16%	-1%	14	0%	-6%	-3	.	-6	0.3%	1%
O=C(c1cc(Cl)nc2ccccc12)N(Cc1nnc(-c2ccc(Cl)cc2)o1)C1CC1	.	.	2%	-3	.	.	-7	-3	1	-0.2%	.
COc1ccc(-n2nnc3c(SC(C(C)=O)C(=O)N(C)C)ncnc32)cc1 (stereo not given)	.	4%	3%	9	4%	.	-4	-15	1	0.5%	.

Two entries picked at random from the list so far:
SMILES	Coupling enz	MLL CXXC-DNA inh	USP2a inh	KCNH2 WT inh	GALK inh	PKM2 act	Giardia kill	KCNH2 3.1 inh	TRPV1 agonist	B2AR arrestin	Menin MLL FP TR
Cc1ccc(OCCNC(=O)c2cccc(S(=O)(=O)N3CCN(C)CC3)c2)cc1	.	.	2%	17	.	.	6	-7	1	0.4%	.
COc1cccc(Nc2nc(N)nc(C(F)(F)F)n2)c1	-5	15%	4%	-6	7%	4%	26	0	-1	-0.2%	19%

Other records.
SMILES	Coupling enz	MLL CXXC-DNA inh	USP2a inh	KCNH2 WT inh	GALK inh	PKM2 act	Giardia kill	KCNH2 3.1 inh	TRPV1 agonist	B2AR arrestin	Menin MLL FP TR
O=[N+]([O-])c1ccc(/C=N\N2CCN(c3ccc(Cl)cc3)CC2)cc1	1	5%	2%	2	0%	0%	-8	-3	-1	-0.3%	9%
Cc1cc(N2CCOCC2)nc(NCc2ccccc2)n1	1	4%	-4%	10	1%	?	-12	-21	16	-0.7%	-6%
CC(C)(C)c1ccc(C(=O)O)c(C(=O)c2ccc(C(=O)O)cc2)c1	15	3%	-2%	18	-2%	2%	0	-16	-3	-0.8%	.
CCS(=O)(=O)N1N=C(c2cccs2)CC1c1cc2cc(C)ccc2nc1Cl (stereo not given)	-4	18%	4%	-7	.	0%	2	-12	-1	-0.2%	.
O=S(=O)(c1ccccc1)N(CC(O)CN1CCOCC1)c1ccccc1 (stereo not given)	5	1%	4%	10	5%	.	-22	4	-1	0.4%	10%
Cc1nn(CCO)c2ncc(C(=O)c3cc(Cl)ccc3O)cc12	1	15%	0%	-9	0%	-1%	-15	?	5	-0.1%	3%
CCc1noc(C)c1C(=O)NC1CC(C)(C)Cc2c1cnn2-c1ccccc1 (stereo not given)	.	-5%	4%	.	7%	1%	.	.	4	-0.2%	.
Cc1c(C(c2cccc([N+](=O)[O-])c2O)c2c(C)n(C)n(-c3ccccc3)c2=O)c(=O)n(-c2ccccc2)n1C	2	-1%	0%	-1	-1%	-1%	-11	-2	0	-0.1%	-10%
Cc1nc(CNS(=O)(=O)c2cccs2)cs1	0	13%	3%	.	1%	6%	19	-16	-2	0.0%	8%
CCOC(=O)c1c(NC(=O)Cc2cccs2)sc2c1CCCC2	5	1%	2%	-1	1%	15%	6	-5	24	-0.5%	0%
CC(C)(C)CN1CCN(Cc2c[nH]c3ccccc23)CC1CCO (stereo not given)	1	5%	0%	25	-1%	-1%	-11	-7	-3	-0.3%	-2%
COc1ccc(N(CC(=O)NCc2ccco2)S(C)(=O)=O)cc1	2	4%	-2%	4	1%	0%	6	-32	-2	-0.9%	0%
O=C(CNC(=O)c1ccccc1)Nc1ccsc1C(=O)O	3	-5%	7%	14	-1%	1%	-5	2	-3	-0.3%	11%
COc1ccc(/C(O)=C2\C(=O)C(=O)N(CCN3CCOCC3)C2c2ccccc2OC)cc1 (stereo not given)	3	-3%	5%	-15	0%	-16%	15	-18	-2	3.2%	-12%
COc1ccc(CNC(=O)C2CCCN2S(=O)(=O)c2ccc(F)cc2)cc1 (stereo not given)	1	1%	9%	-2	-2%	1%	-2	7	-2	-0.9%	17%
COc1cc(CC(=O)Nc2sccc2C(N)=O)cc(OC)c1OC	-6	38%[activator]	-2%	9	6%	13%	1	-6	-7	0.0%	-2%
O=C(CCC(=O)N(CC(=O)NC1CCCCC1)c1ccc2c(c1)OCO2)Nc1ccccn1	2	7%	3%	0	3%	3%	-5	7	2	-3.7%	-9%
CC(C)C(=O)Nc1cc(C(F)(F)F)ccc1N1CCOCC1	1	7%	1%	15	0%	8%	-1	2	29	-0.1%	-4%

Some of these compounds in order of their number in B2AR arrestin, highest first.
canonical_smiles	B2AR arrestin
COc1ccc(/C(O)=C2\C(=O)C(=O)N(CCN3CCOCC3)C2c2ccccc2OC)cc1 (stereo not given)	3.2%
O=C(CNC(=O)c1ccccc1)Nc1ccsc1C(=O)O	-0.3%
COc1ccc(CNC(=O)C2CCCN2S(=O)(=O)c2ccc(F)cc2)cc1 (stereo not given)	-0.9%

Some values from the list:
B2AR arrestin result of C=CCc1ccc(OCCOCCOc2ccc(C)cc2[N+](=O)[O-])c(OC)c1 is entered as -0.1%
USP2a inh result of Cc1nc(CNS(=O)(=O)c2cccs2)cs1 is entered as 3%
B2AR arrestin result of COc1ccc(N(CC(=O)NCc2ccco2)S(C)(=O)=O)cc1 is entered as -0.9%
Coupling enz result of O=S(=O)(c1ccccc1)N(CC(O)CN1CCOCC1)c1ccccc1 (stereo not given) is entered as 5
